Screening data from PubChem.
RGS4-Gao reg: human RGS4-Galphao interaction regulation; P09471; Multiplexed bead flow cytometry, RGS4-Galphao binding; actives lie on both sides; binding response (% of control), % at 10 µM; 220,000 tested, 0.33% active; in the data active means binding response below about 49% or above about 150%; inactive means in between;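 further: fluorescent Galphao activated with aluminum fluoride binding bead-coupled RGS4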
Target sequence (P09471 whole entry, looked up): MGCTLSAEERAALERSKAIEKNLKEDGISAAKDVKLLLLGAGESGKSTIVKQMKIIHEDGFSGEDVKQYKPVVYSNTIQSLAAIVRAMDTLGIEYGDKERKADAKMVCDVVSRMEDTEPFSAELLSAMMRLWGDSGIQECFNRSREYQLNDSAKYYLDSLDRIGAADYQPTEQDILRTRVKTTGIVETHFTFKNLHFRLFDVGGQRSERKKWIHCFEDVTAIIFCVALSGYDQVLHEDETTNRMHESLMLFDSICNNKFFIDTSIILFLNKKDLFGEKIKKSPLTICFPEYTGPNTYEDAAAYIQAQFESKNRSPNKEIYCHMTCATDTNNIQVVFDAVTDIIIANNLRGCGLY
ABCB1 inh: blocks JC-1 efflux by human ABCB1 transporter; P08183; CCRF-Adr cells, flow cytometry; inhibition, % at 6.6 µM; 190,000 tested, 0.067% active; in the data active means inhibition above about 40%;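 further: 0% = vehicle and 100% = reference inhibitor; higher value means more JC-1 retained so stronger ABCB1 efflux block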
Bim-Bfl-1: inhibitors of Bim-Bfl-1 interaction, human; inhibition, % at 10 µM; Q16548; Bead-based flow cytometry, Bim-Bfl-1 binding inhibition; 190,000 tested, 0.12% active; AID 1008;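 further: 0% = wells without compound plus tracer and 100% = blocker peptide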
RGS8-Gao: regulators of human RGS8-Galphao interaction. multiplexed bead flow cytometry, RGS8-Galphao binding; actives lie on both sides. response (percent of control binding), % at 10 µM. 220,000 tested, 0.34% active. AID 1423; in the data active means response below about 60% or above about 140%; inactive means in between;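 further: Galphao activated as the GDP aluminium fluoride complex binding bead-coupled RGS8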
ABCG2 block: inhibitors of human ABCG2 transporter, ABCB1 counter-screen; Q9UNQ0; IgMXP3 cells, JC-1 efflux, flow cytometry; inhibition, % at 6.6 µM; 190,000 tested, 0.1% active;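 active means inhibition above 80%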;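 further: 0% = DMSO and 100% = nicardipine control wells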
Target sequence (Q9UNQ0 whole entry, looked up): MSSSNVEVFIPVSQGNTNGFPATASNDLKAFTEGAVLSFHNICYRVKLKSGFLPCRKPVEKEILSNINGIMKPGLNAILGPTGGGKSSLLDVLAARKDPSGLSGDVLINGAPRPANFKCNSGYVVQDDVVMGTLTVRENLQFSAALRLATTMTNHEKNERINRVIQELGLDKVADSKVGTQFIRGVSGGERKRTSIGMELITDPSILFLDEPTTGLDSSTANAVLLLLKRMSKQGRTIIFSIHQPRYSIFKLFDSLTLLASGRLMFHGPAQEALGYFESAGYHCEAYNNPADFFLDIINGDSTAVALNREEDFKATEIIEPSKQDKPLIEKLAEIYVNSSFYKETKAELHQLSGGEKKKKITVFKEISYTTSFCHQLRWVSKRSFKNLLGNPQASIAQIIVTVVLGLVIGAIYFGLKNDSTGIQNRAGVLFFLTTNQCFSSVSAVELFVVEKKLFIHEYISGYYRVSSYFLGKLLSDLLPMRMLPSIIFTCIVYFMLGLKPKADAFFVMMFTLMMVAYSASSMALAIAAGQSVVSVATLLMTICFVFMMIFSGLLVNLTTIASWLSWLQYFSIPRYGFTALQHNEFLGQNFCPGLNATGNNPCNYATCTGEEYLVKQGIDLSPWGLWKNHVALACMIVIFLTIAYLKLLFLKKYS
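test system = two drug-resistant human cell lines, ABCG2 and ABCB1 | amount = 3 million cells/mL final, two lines in 1:1 ratio | reagent = JC-1 transporter substrate | doses = one concentration, 6.6 µM final | incubation = 10 min at 25 °C | signal = flow cytometric JC-1 green MFI at 530 nm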
RGS7-Gao reg: human RGS7-Galphao interaction regulation | Multiplexed bead flow cytometry, RGS7-Galphao binding; actives lie on both sides | 220,000 tested, 0.35% active | P09471 | binding response (% of control), % at 10 µM | AID 1439; in the data active means binding response below about 49% or above about 150%; inconclusive means no clear call, values can overlap the other calls; inactive means in between;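 further: fluorescent Galphao held in activated GDP-AlF4 state binding bead-coupled RGS7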
Bim-Bcl-B: human Bim-Bcl-B interaction inhibition. bead-based flow cytometry, Bim peptide-Bcl-B binding. inhibition, % at 10 µM. Q9HD36. 190,000 tested, 0.073% active;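 further: 0% = tracer peptide without compound and 100% = reference inhibitor peptide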
Bcl-XL Bim block: inhibitors of Bim-Bcl-XL interaction, human; 190,000 tested, 0.04% active; Bim peptide-Bcl-XL binding, bead flow cytometry, fluorescence; Q07817; inhibition, % at 10 µM
GSH bead fluor: compound fluoresces at 488/530 nm on GSH beads | GSH beads flow cytometry, compound fluorescence 488/530 nm; active compounds read high | fluorescence (KMESF) at 10 µM | 190,000 tested, 0.25% active | AID 1776; in the data active means fluorescence above about 89;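 further: glutathione beads carrying GST-tagged Bcl family fusion proteins plus one bare bead set; values are compound well signal with DMSO vehicle wells as background; inactives centre near 16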
Bim-Bcl-2: human Bim-Bcl-2 interaction inhibition. 190,000 tested, 0.06% active. Bead-based flow cytometry, Bim peptide-Bcl-2 binding. inhibition, % at 10 µM; in the data active means inhibition above about 40%; inconclusive means no clear call, values can overlap the other calls;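 further: 0% = no compound wells with probe peptide and 100% = reference peptide inhibitor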
Bcl-W Bim block: disrupts Bim peptide binding to human Bcl-W; bead-based flow cytometry; AID 952; 190,000 tested, 0.02% active; inhibition, % at 10 µM; Q92843;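 further: 0% = bound tracer without compound and 100% = peptide blocker; higher means less fluorescent Bim peptide bound to Bcl-W beads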
The depositor's hits bear a star; ? = inconclusive. Unless noted, no stated cut-off is given here; in the data, active means inhibition above about 40%. An excerpt; rates above refer to the full screens.

cpd	Structure	Bcl-XL Bim block	GSH bead fluor	Bim-Bcl-2	RGS7-Gao reg	ABCG2 block	RGS8-Gao	Bcl-W Bim block	Bim-Bfl-1	ABCB1 inh	RGS4-Gao reg	Bim-Bcl-B
1	COC1=CCC2([N+](=O)[O-])CN(C)CC1([N+](=O)[O-])C2 (centres undefined)	-6	12	-5	103	0	101	-4	-10	-0.1	103	-5
2	CCN1CCC2(CC1)NC(=O)c1ccccc1O2	-4	19	-1	92	1	94	0	-4	0.3	92	-4
3	COc1ccccc1CCNC1CCC(C)CC1 (centres undefined)	-5	14	-4	99	2	102	-7	-5	0.4	99	-5
4	CCCCn1c(O)c(C(C)=NCCCN(CC)CC)c(=O)[nH]c1=O	-11	27	-6	96	3	101	1	-10	0.4	102	-4
5	Cc1ccc(OCC(=O)N2CCN(Cc3ccc4c(c3)OCO4)CC2)cc1C	0	14	3	102	2	102	1	-3	0.7	102	2
6	CN(CC1COc2ccccc2O1)c1nc(-c2cccnc2)nc2ccccc12 (centres undefined)	-2	16	-3	92	2	88	0	2	3.4	94	-1
7	CC1(C)C(=O)C=C[C@]2(C)[C@H]3CC[C@@]4(C)[C@H](c5ccoc5)OC(=O)[C@H]5O[C@]54[C@]3(C)[C@H](O)C[C@@H]12	-1	18	-3	103	-4	102	0	-1	0.1	104	-4
8	CCOC(=O)C(C)Oc1cc(C)cc2oc(=O)c3c(c12)CCCC3 (centres undefined)	-1	12	-1	97	8	99	-2	-2	1.5	100	-2
9	O=C(CN1C(=O)CCSc2ccccc21)N1CCC2(CC1)OCCO2	-2	26	-4	95	-3	99	0	-3	-6.0	94	-2
10	Cc1cc(C)c(Cn2c(C(=O)O)c(C=O)c3ccccc32)c(C)c1	0	12	-2	106	-1	103	4	-8	0.6	101	0
11	CN1C(=O)N(C)C(=O)C(CCc2ccncc2)(Cc2ccc3c(c2)OCO3)C1=O	-1	14	3	88	2	96	0	2	0.9	91	0
12	O=[N+]([O-])c1cc(S(=O)(=O)c2ccc(O)c([N+](=O)[O-])c2)ccc1O	-2	2	-1	100	-9	102	0	-2	-1.5	102	0
13	Cc1ccc(CN2CCCC(C(=O)c3cccc(C(F)(F)F)c3)C2)o1 (centres undefined)	0	10	-1	101	1	102	-1	-6	0.5	101	-1
14	O=c1c2ccccc2nc(/C=C/c2ccc([N+](=O)[O-])o2)n1-c1ccc(O)cc1	-2	69	-1	97	22	100	-2	0	1.5	98	0
15	Cc1cc(C(=O)CS(=O)c2ccc(F)cc2)cc(C)c1OC(=O)N(C)C (centres undefined)	-2	16	-2	98	-1	103	-5	-3	-0.6	100	-9
16	Cc1ccccc1N1C(=O)NC(=O)/C(=C\c2cnn(-c3ccccc3)c2)C1=O	-2	9	11	100	1	101	6	7	-0.1	102	7
17	O=C1NC(=O)C(=CN2CCc3ccccc32)C(=O)N1	-1	10	-1	96	-7	97	-2	0	-1.3	97	1
18	CN1CCN(c2ccc(/C=C3\C(=O)NC(=S)N(c4cccc(Br)c4)C3=O)o2)CC1	-5	16	-3	97	19	99	-1	6	1.1	100	-10
19	COc1cccc(N2CCN(Cc3cccc(Cl)c3)CC2)c1	0	74	-3	101	0	101	-4	-6	0.2	101	-3
20	CCCCc1ccc2[nH]cc(CCN)c2c1	-1	24	0	90	0	97	2	-5	0.1	90	-2
21	Cc1ccccc1N1C(=O)NC(=O)/C(=C\c2ccc3c(c2)CCCN3Cc2ccccc2)C1=O	-7	17	-3	95	5	100	-7	-11	4.9	102	-9
22	CCCCCCCSc1cc(OC)c(CCN(C)C)cc1OC	0	14	-2	116	1	125	-4	1	0.2	115	-3
23	Oc1ccc(/C=N/NP(=S)(c2ccccc2)c2ccccc2)c(O)c1O	-6	23	-3	96	-2	98	2	-6	-0.9	103	-9
24	C[C@]12CCC(=O)C=C1CC[C@@H]1[C@@H]2CC[C@]2(C)C(=O)CC[C@@H]12	2	20	0	107	4	104	1	0	1.3	102	-5
25	CCOCCCNC(=O)CN1C2CCC1CC(O)(c1ccc(OC)cc1)C2 (centres undefined)	-23	40	-8	103	-1	103	-5	-15	-1.2	104	-10
26	Nc1c(C(=O)NCc2ccco2)c2nc3ccccc3nc2n1CCN1CCOCC1	9	11	5	101	6	100	5	12	1.7	103	4
27	COc1cccc(C(=O)C2CN(C)CC2c2ccc(Cl)cc2)c1 (centres undefined)	0	21	-5	104	1	101	0	0	1.1	105	-3
28	CC1CCN2c3nc4ccccn4c(=O)c3CC3(C(=O)N(C)C(=O)N(C)C3=O)C2C1 (centres undefined)	6	27	-9	101	4	102	1	-8	1.1	100	-7
29	O=[N+]([O-])c1cc2c(cc1CNCCc1ccc3c(c1)OCO3)OCO2	-8	12	-2	100	44	102	-7	-3	1.4	100	-4
30	COc1ccc(C(=O)C2CCCN(Cc3cnc(C)s3)C2)c(OC)c1 (centres undefined)	-1	10	0	98	2	101	0	4	-0.5	98	-1
31	CCCCn1c(O)c(C(C)=NCc2cc(OC)cc(OC)c2)c(=O)[nH]c1=O	7	32	-1	104	7	102	0	-7	1.2	101	-2
32	CC1(C)C(C(=O)NCc2ccco2)C1(C)C	-1	19	-2	98	4	98	0	-3	0.8	98	-1
33	O=C1NC(=S)NC(=O)C1C/C=C/c1ccccc1	-9	36	-5	98	8	101	-2	-7	-0.3	101	-10
34	CCOC(=O)c1cc(C)n(CCc2cnc[nH]2)c1C	-1	14	-3	103	4	100	0	-4	0.3	100	-1
35	COC(=O)[C@@]1(Cc2ccc(F)cc2)[C@H]2c3cc(C(=O)N(C)C)[nH]c3C[C@H]2CN1C(=O)c1ccccc1	-3	16	1	98	11	82	0	0	3.5	92	-3
36	CCCCn1c(N)c(C(=O)OCC2CCCO2)c2nc3ccccc3nc21 (centres undefined)	1	14	0	92	8	100	0	1	1.1	91	-1
37	CCCCN1C(=O)/C(=C\c2ccco2)C(=O)N(CCc2ccccc2)C1=O	0	22	2	101	-2	101	3	-6	-0.5	98	-1
38	OC(c1ccc(F)cc1)(c1ccc(F)cc1)[C@@H]1CCCN1	-10	50	-8	92	3	94	0	-14	0.7	83	-2
39	COc1ccc(N2C(=O)NC(=O)/C(=C/c3ccc4c(c3)Cc3ccccc3-4)C2=O)cc1	4	22	2	81	-1	95	-1	6	-1.2	97	12
40	Cn1c(O)c(C(=O)c2ccccc2Cl)c(=O)n(C)c1=O	-6	11	0	101	4	104	-4	-3	1.6	104	-4
41	C(#CCN1CCOCC1)COCC#Cc1ccccc1	-4	36	-6	86	0	99	-2	-14	0.3	91	-12
42	CCN(CC)P(=O)(/C=C(\Cl)c1ccccc1)/C=C(\Cl)c1ccccc1	-2	16	-4	98	1	101	-2	-6	0.6	100	0
43	c1cncc(CNC2=NCCC2)c1	-1	14	0	94	1	96	2	-1	0.3	92	0
44	O=C(C(=O)N1CCOCC1)c1cn(Cc2c(F)cccc2Cl)c2ccccc12	-2	12	0	100	1	100	-7	-2	0.6	98	-3
45	C[C@H]1CCC[C@@H](O)CCC/C=C/c2cc(O)cc(O)c2C(=O)O1	-4	43	-4	102	4	102	0	-8	0.5	102	-2
46	COc1cccc(-n2c(/C=C/c3ccc(O)c(O)c3)nc3ccccc3c2=O)c1	0	9	-6	97	1	98	1	-4	0.0	100	-5
47	CC(=NCCCO)c1c(O)n(Cc2ccccc2)c(=O)[nH]c1=O	-4	63	-4	107	6	106	-3	1	0.9	104	-5
48	O=C(Nc1ccncc1)c1cccn(Cc2ccccc2)c1=O	0	11	0	?	10	99	2	-7	1.7	103	0
49	O=C(CN1CCCCC1)c1cccc(Br)c1	-4	15	-4	93	7	93	-5	-11	0.4	89	-7
50	CN(C)c1ccc(C=C2C(=O)NC(=O)NC2=O)cc1[N+](=O)[O-]	5	10	13	?	0	72	16	48*	0.1	88	7
51	O=C(Nc1ccccc1)N1CC2CC(C1)c1cccc(=O)n1C2 (centres undefined)	-2	14	-4	107	1	99	0	-4	0.9	103	-5
52	CC(=O)OC1(c2ccccc2)CCN(C2CCCCC2)CC1C (centres undefined)	0	17	-3	107	0	104	0	-5	0.3	107	-4
53	N#CCCn1cc(C(=O)Nc2ccc(F)cc2)c(-c2ccc([N+](=O)[O-])cc2)n1	-1	15	0	93	8	100	1	-4	0.5	102	1
54	C#CCOCOCC#CCN(CC)CC	-1	24	-2	94	2	98	-3	0	0.6	93	-3
55	C=CCn1c(O)c(C(C)=NCCCO)c(=O)[nH]c1=O	-4	42	-7	91	2	97	-5	-4	1.3	92	-5
56	CC(=O)Nc1cc(C(=O)N2CCC3(CC2)OCCO3)ccc1Sc1ccc(F)cc1	0	9	0	?	0	99	-1	3	0.8	101	0
57	COc1ccc(C(=O)CN2CCCCC2)cc1	-2	14	-2	101	-3	98	-3	2	0.6	95	3
58	Nc1ccc(N=Nc2ccccc2)cc1	-1	10	0	100	-2	106	1	-1	-0.5	104	-2
59	CC(C)NC(=O)Cn1cc(C(=O)c2ccccc2F)c2ccccc21	-3	17	-6	108	5	103	0	-11	1.2	109	-5
60	CCCNc1oc(-c2cccc3ccccc23)nc1C#N	-1	13	0	97	3	100	-2	-2	0.0	100	0

5 compounds picked at random from the list so far:
cpd	Structure	Bcl-XL Bim block	GSH bead fluor	Bim-Bcl-2	RGS7-Gao reg	ABCG2 block	RGS8-Gao	Bcl-W Bim block	Bim-Bfl-1	ABCB1 inh	RGS4-Gao reg	Bim-Bcl-B
47	CC(=NCCCO)c1c(O)n(Cc2ccccc2)c(=O)[nH]c1=O	-4	63	-4	107	6	106	-3	1	0.9	104	-5
53	N#CCCn1cc(C(=O)Nc2ccc(F)cc2)c(-c2ccc([N+](=O)[O-])cc2)n1	-1	15	0	93	8	100	1	-4	0.5	102	1
38	OC(c1ccc(F)cc1)(c1ccc(F)cc1)[C@@H]1CCCN1	-10	50	-8	92	3	94	0	-14	0.7	83	-2
37	CCCCN1C(=O)/C(=C\c2ccco2)C(=O)N(CCc2ccccc2)C1=O	0	22	2	101	-2	101	3	-6	-0.5	98	-1
36	CCCCn1c(N)c(C(=O)OCC2CCCO2)c2nc3ccccc3nc21 (centres undefined)	1	14	0	92	8	100	0	1	1.1	91	-1

Next results.
cpd	Structure	Bcl-XL Bim block	GSH bead fluor	Bim-Bcl-2	RGS7-Gao reg	ABCG2 block	RGS8-Gao	Bcl-W Bim block	Bim-Bfl-1	ABCB1 inh	RGS4-Gao reg	Bim-Bcl-B
61	O=C1NC(=O)N(Cc2cccs2)C(=O)/C1=C/c1ccc(N2CCOCC2)cc1	-1	20	4	87	-3	99	0	1	-1.4	100	0
62	CCOc1ccc2nc(N=Nc3c(O)[nH]c(=S)[nH]c3=O)sc2c1	0	14	0	?	-3	96	1	-3	-0.9	94	0
63	Cc1cccc(C)c1NC(=O)CN(C)CC(=O)Nc1ccc(C#N)c(Cl)c1	1	24	-5	107	5	109	-2	0	0.5	107	3
64	O=C(Cn1ncc2c3ccccc3n(Cc3cccc(Cl)c3)c2c1=O)N1CCC2(CC1)OCCO2	0	26	0	98	4	98	-4	0	2.9	98	-7
65	O=C(c1cc([N+](=O)[O-])ccc1N1CCNCC1)N1CCOCC1	-14	20	-7	103	6	103	-9	-18	0.5	104	-14
